# Source: PubChem BioAssay
# IMPase Li inh = IMPase inhibition in cells with lithium potentiation; 210,000 tested, 0.35% active; CHO-M1 cells, IP1 TR-FRET (IP-One), carbachol + lithium; Potency, µM (titrated, usually from 59.4 µM), inactives show at the highest dose activity, negative = IMPase inhibition, hits mostly inhibitors;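 further: IP1 builds up when IMPase is blocked and the TR-FRET signal falls; potency means the concentration at half of the fitted maximal effect; plate controls were basal vehicle for no effect and high inhibitor control for full effect; nearly all actives have a fitted effect of over 50% in size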
#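 Readout is a homogeneous TR-FRET IP1 immunoassay (Ex 320, Em 665 and 620), where raised cytosolic IP1 lowers signal. Cells were CHO-M1 treated 30 min at 37C with test compounds plus a little lithium; AC50 values came from Hill-equation fitting.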
# NPSR antag = antagonists of human neuropeptide S receptor cAMP signaling; Potency, µM (highest dose often 38.3 µM), for the others: at the highest dose activity change, negative = inhibition, most hits filed as inhibitors; 220,000 tested, 1% active; AID 1461; CHO-NPSR cells, cAMP TR-FRET, antagonist mode; further: potency means the concentration at half of the fitted maximal effect; on the % scale 0 is the no-effect control and ±100 the full control effect; nearly all actives have a fitted effect of over 50% in size; many of its hits are not listed in these tables
# Target sequence (Q6W5P4 whole entry, looked up): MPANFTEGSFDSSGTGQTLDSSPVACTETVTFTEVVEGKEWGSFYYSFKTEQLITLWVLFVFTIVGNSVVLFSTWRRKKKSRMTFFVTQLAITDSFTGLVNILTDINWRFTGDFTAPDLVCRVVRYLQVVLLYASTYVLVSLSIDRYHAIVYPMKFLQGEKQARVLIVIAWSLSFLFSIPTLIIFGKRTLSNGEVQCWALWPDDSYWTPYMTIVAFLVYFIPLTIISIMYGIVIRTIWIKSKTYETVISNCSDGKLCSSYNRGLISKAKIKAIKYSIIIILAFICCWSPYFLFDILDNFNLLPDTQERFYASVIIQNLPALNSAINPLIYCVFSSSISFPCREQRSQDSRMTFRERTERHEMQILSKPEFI
# L3MBTL1 block = inhibitors of human L3MBTL1 | AID 485360 | 230,000 tested, 0.66% active | Potency, µM (top dose mostly 57.1 µM), for inactives: at the top dose activity, negative = inhibition, actives largely listed as inhibitors | AlphaScreen L3MBTL1–H3K9me1 peptide binding; further: potency means the concentration at half of the fitted maximal effect; on the % scale 0 is the no-effect control and ±100 the full control effect; nearly all actives have a fitted effect of over 60% in size
#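 Read-out is AlphaScreen signal from streptavidin donor and nickel chelate acceptor beads (10 ug/mL final each) bridging L3MBTL1 (50 nM) and biotinylated K9-monomethylated H3(1-15) peptide (75 nM), after 30 min compound exposure at room temperature.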
# HTT aggregate = reduces HttQ103-GFP aggregates in PC12 cells. 220,000 tested, 1.1% active. PC12 HttQ103-GFP aggregates, Acumen cytometry, 40 h. Potency, µM (highest dose often 46.1 µM), without a hit: top-dose activity change, negative = inhibition, usual class: inhibitors. AID 1688; further: potency means the concentration at half of the fitted maximal effect; on the % scale 0 is the no-effect control and ±100 the full control effect; nearly all actives have a fitted effect of over 60% in size
#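 Using laser scanning cytometry, GFP-positive aggregates were counted after lysis of PC12 cells induced with 100 nM tebufenozide to express HTT exon 1 Q103–GFP. Compounds were tested in titration.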
# CBFb-RUNX1 inh = CBF-beta/RUNX1 interaction disruption; Q01196+Q13951; AlphaScreen CBFb-His/RUNX1-biotin binding, biochemical; Potency, µM (highest dose often 59.8 µM), inactives show at the top dose activity, negative = inhibition, actives largely listed as inhibitors; 230,000 tested, under 10 active; AID 1477; further: % of control where 0% means no effect
# Target sequence (Q01196 whole entry, looked up): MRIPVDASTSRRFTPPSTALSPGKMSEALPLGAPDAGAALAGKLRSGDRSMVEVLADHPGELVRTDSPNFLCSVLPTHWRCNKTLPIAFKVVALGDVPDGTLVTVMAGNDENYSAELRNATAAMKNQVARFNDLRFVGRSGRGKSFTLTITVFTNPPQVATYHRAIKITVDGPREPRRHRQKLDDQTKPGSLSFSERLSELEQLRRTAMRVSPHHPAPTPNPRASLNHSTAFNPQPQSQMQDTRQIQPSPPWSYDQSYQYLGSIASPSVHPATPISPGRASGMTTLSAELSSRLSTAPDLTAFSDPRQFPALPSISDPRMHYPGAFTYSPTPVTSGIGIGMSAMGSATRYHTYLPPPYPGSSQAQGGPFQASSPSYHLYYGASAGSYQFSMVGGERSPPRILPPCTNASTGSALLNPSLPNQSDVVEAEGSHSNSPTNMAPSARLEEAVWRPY
# Target sequence (Q13951 whole entry, looked up): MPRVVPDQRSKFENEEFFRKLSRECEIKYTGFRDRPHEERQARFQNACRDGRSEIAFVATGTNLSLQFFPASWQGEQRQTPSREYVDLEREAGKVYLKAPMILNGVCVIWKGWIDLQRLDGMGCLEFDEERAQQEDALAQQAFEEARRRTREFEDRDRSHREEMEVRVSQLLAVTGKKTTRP
#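 AlphaScreen proximity signal reports loss of binding between His-tagged CBF-beta and biotin-labelled RUNX1, each at 30 nM. Proteins are pre-associated for 20 minutes, compounds added for 15 minutes, then beads for 90 minutes, all at ambient temperature.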
# Epigenetic reg = derepresses silenced GFP reporter in murine cells | murine LDR cells, GFP reporter derepression, 30 h | Potency, µM (titrated, usually from 53.9 µM), for the others: at the top dose GFP activation, usual class: activators | 280,000 tested, 0.2% active | AID 1865; further: potency means the concentration at half of the fitted maximal effect; % of control where 0% means no effect; nearly all actives have a fitted effect of over 60% in size
#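 Derepression of a silenced CMV-GFP reporter in murine LDR cells is scored by enumerating GFP-positive cells with a laser-scanning microplate cytometer after 30 hours of treatment at 37 C.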
# Luc counter = counter-screen: inhibitors of Kinase-Glo firefly luciferase. Q27757. Kinase-Glo luciferase, ATP luminescence, 8 min. Potency, µM (highest dose often 38.3 µM), for inactives: top-dose activity change, negative = inhibition, actives largely listed as inhibitors. 200,000 tested, 0.28% active. AID 1379; further: potency means the concentration at half of the fitted maximal effect; on the % scale 0 is the no-effect control and ±100 the full control effect; nearly all actives have a fitted effect of over 60% in size
#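 Light output from Kinase-Glo luciferase with luciferin and 10 uM ATP in 50 mM imidazole pH 7.2, KCl, MgCl2, Tween 20, BSA; compound pin-delivered, 8-min ambient incubation, then luminescence read.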
# Starred values were filed as active, the others as inactive; ? = inconclusive; . = not tested or not shown; & = joins results of further samples; [ ] = remark or other dose. The call rests on the fitted dose curve; in most records, active means well fitted curve in the direction sought with a large enough effect; inconclusive means small, poorly fitted or top-dose-only effect, or another doubt; inactive means no such curve, though single readings can be large; an effect the other way counts as inactive or inconclusive. The list is partial; rates above refer to the full screens.
SMILES,IMPase Li inh,NPSR antag,L3MBTL1 block,HTT aggregate,CBFb-RUNX1 inh,Epigenetic reg,Luc counter
c1ccc(-c2nnc3sc(CN4CCc5ccccc54)cn23)cc1,6%,-19%[46.1 µM],-5%,22%,-3%,-0.8%,1%
Cc1noc(/C=C/c2ccco2)c1S(=O)(=O)N1CCC(C(=O)NCc2ccco2)CC1,10%[38.3 µM],-24%[46.1 µM],-11%,19%,-18%,0.0%,-4%
CCC1C(=NO)C(CC)C(c2ccccc2)NC1c1ccccc1 (configuration not stated),22%,-58%,-2%,3%[9.22 µM],7%,-3.8%,2%
CCn1c(C(C#N)/C(=N\S(=O)(=O)c2cccs2)c2ccccc2)nc2ccccc21 (configuration not stated),7%[38.3 µM],-6%[46.1 µM],5%,-10%,5%,2.6%,0%
CCC(=O)N1C(C(=O)NCc2ccc(OC)cc2)CSC1c1ccc(OC)cc1 (configuration not stated),-2%[38.3 µM],-10%[46.1 µM],.,11%,-4%,-0.2%,3%
CC1(C)Cc2c(sc3nc(C4CC4)n(N)c(=O)c23)CO1,.,-12%,-3%,7%[9.22 µM],7%,1.6%,.
CCN1C(=O)C(Cc2nc3ccccc3c(=O)n2-c2ccccc2)c2ccccc21 (configuration not stated),8%[38.3 µM],-27%[46.1 µM],0%,22%,-2%,-0.1%,-1%
COc1ccc([N+](=O)[O-])cc1NS(=O)(=O)c1cc(C(=O)O)ccc1OC,.,-23%,6%,12%[9.22 µM],0%,-2.4%,.
Cc1ccc(NC(=S)NC(=O)c2ccc(F)cc2)cc1S(=O)(=O)Nc1ccccc1Cl,4%,-37%,-14%,-30%,-25%,-2.0%,-1%
C=CCn1c(C)cc(C(=O)CSc2nc3ccccc3[nH]2)c1C,22%[38.3 µM],-14%[46.1 µM],-6%,?,-7%,-1.4%,-7%

# The last 4 records of the section before open the next one.
SMILES,IMPase Li inh,NPSR antag,L3MBTL1 block,HTT aggregate,CBFb-RUNX1 inh,Epigenetic reg,Luc counter
CCN1C(=O)C(Cc2nc3ccccc3c(=O)n2-c2ccccc2)c2ccccc21 (configuration not stated),8%[38.3 µM],-27%[46.1 µM],0%,22%,-2%,-0.1%,-1%
COc1ccc([N+](=O)[O-])cc1NS(=O)(=O)c1cc(C(=O)O)ccc1OC,.,-23%,6%,12%[9.22 µM],0%,-2.4%,.
Cc1ccc(NC(=S)NC(=O)c2ccc(F)cc2)cc1S(=O)(=O)Nc1ccccc1Cl,4%,-37%,-14%,-30%,-25%,-2.0%,-1%
C=CCn1c(C)cc(C(=O)CSc2nc3ccccc3[nH]2)c1C,22%[38.3 µM],-14%[46.1 µM],-6%,?,-7%,-1.4%,-7%
COc1cc2cc(CN(CCO)S(=O)(=O)c3ccccc3)c(=O)[nH]c2cc1OC,4%[38.3 µM],-7%[46.1 µM],.,4%,1%,0.0%,-2%
CN(CC(=O)Nc1cccc(F)c1)CC(=O)Nc1ccccc1[N+](=O)[O-],18%,12%,.,?,-6%,-1.1%,-1%
O=C1CSC(c2cn(-c3ccccc3)nc2-c2ccc3c(c2)OCCO3)N1CCN1CCOCC1 (configuration not stated),14%[38.3 µM],-13%[46.1 µM],-26%,30%,-4%,-0.1%,4%
O=C(Nc1nc(-c2cc(F)ccc2F)cs1)C1=NN(c2ccccc2)C(=O)CC1,4%,-28%,11%,24%,0%,3.3%,-1%
CN1CCc2c(sc3c2c(=O)n(-c2ccccc2)c2nnc(SCc4ccc(Cl)cc4)n32)C1,25%[38.3 µM],?,2%,5%,1%,-0.1%,-3%
Cn1ncc(C#N)c1NC(=O)c1cc(-c2ccccc2Cl)on1,0%[38.3 µM],-12%[46.1 µM],15%,14%,-6%,0.0%,1%
COc1ccccc1NC(=O)C1=C(C)NC(=O)NC1c1cc(C)cs1 (configuration not stated),-11%,7%,14%,0%,-1%,-3.2%,-1%
CCO[C@H]1OC(C(=O)N2CCCCCCC2)=C[C@@H](c2ccc(C(F)(F)F)cc2)[C@@H]1CCCO,8%,60%,1%,8%[9.22 µM],16%,0.4%,.
CN(c1ccccc1)S(=O)(=O)c1ccc(NC(=O)c2cccs2)cc1,6%,-29%,-3%[11.4 µM],4%,15%,1.1%,3%
COc1cc(NC(=O)CCc2nc(-c3cccs3)no2)cc(OC)c1OC,-5%[38.3 µM],-6%[46.1 µM],4%,-23%,0%,-1.8%&0.0%,0%
CCN=C(NC#N)SCc1c(F)cccc1Cl,-2%,3%,-1%,3%,3%,-2.0%,-8%
Cc1ccc(N2C(=O)N(Cc3ccccc3C)c3ccccc3S2(=O)=O)cc1,14%,2%,5%,4%,3%,1.1%,0%
c1ccc2c(c1)ccc1nnc(SCc3ccc4c(c3)OCCO4)n12,2%[38.3 µM],-13%[46.1 µM],.,-6%,-5%,-0.2%,1%
O=C(Nc1ccccc1C(=O)N/N=C/c1ccco1)c1ccccc1Cl,-6%[38.3 µM],-12%[46.1 µM],2%,0%,2%,-1.1%,-16%
CCCC(C)C(=O)Nc1ccc2c(c1)OCCO2 (configuration not stated),25%[38.3 µM],-5%[46.1 µM],-2%,-10%,4%,-1.1%,1%
CC(=O)Nc1cccc(NC(=O)CSc2ccc(-c3ccccn3)nn2)c1,0%,-5%,.,-19%,.,1.1%,-3%
Cc1ccc(C2CC(c3cccc(C)c3)n3ncnc3N2)cc1 (configuration not stated),8%[38.3 µM],-8%[46.1 µM],-5%,23%,-3%,0.7%,-3%
N#Cc1c(/N=C/c2cccnc2)sc2c1CCCC2,.,4%,-19%,-14%[9.22 µM],-2%,2.5%,.
Cc1c(C(=O)N2CCc3ccccc32)cnn1C,-3%,15%,0%,9%,-8%,0.0%,0%
Cc1ccc(NNC(=O)Nc2ccc(Cl)cc2)nn1,.,-6%,.,9%[9.22 µM],3%,6.2%,.

# Reformatted as labelled records: entries from further up.
O=C(Nc1nc(-c2cc(F)ccc2F)cs1)C1=NN(c2ccccc2)C(=O)CC1
  IMPase Li inh: 4%; NPSR antag: -28%; L3MBTL1 block: 11%; HTT aggregate: 24%; CBFb-RUNX1 inh: 0%; Epigenetic reg: 3.3%; Luc counter: -1%

CC(=O)Nc1cccc(NC(=O)CSc2ccc(-c3ccccn3)nn2)c1
  IMPase Li inh: 0%; NPSR antag: -5%; L3MBTL1 block: .; HTT aggregate: -19%; CBFb-RUNX1 inh: .; Epigenetic reg: 1.1%; Luc counter: -3%

# Continuation:
SMILES,IMPase Li inh,NPSR antag,L3MBTL1 block,HTT aggregate,CBFb-RUNX1 inh,Epigenetic reg,Luc counter
CC(NC(=O)C(=O)NN=C1CCCCCC1)c1ccccc1 (configuration not stated),-6%[38.3 µM],-7%[46.1 µM],3%,-4%,-1%,-1.1%,-2%
CCOc1ccc(OCC)c(S(=O)(=O)NCc2ccccn2)c1,-8%[38.3 µM],-3%[46.1 µM],2%,2%,12%,-3.1%,-1%
COCc1cc(C)nc(OCC(=O)N/N=C/c2ccc(OC)c(O)c2)c1C#N,-10%,2%,-2%,9%,2%,1.0%,2%
CCCCOCCCNC(=O)N[C@@H](CCSC)C(=O)OC,1%[38.3 µM],9%[46.1 µM],2%,-13%,10%,0.7%,0%
Cc1occc1-c1nnc(SCC(=O)c2ccccc2)n1CC1CCCO1 (configuration not stated),9%[38.3 µM],-18%[46.1 µM],24%,?,-13%,-3.2%,0%
CCN1CCc2c(sc3c2c(NCc2ccco2)nc2nnnn23)C1,3%[38.3 µM],-2%[46.1 µM],-3%,4%,-8%,-1.5%,-5%
Cc1ccc(NC(=O)c2nc[nH]c2C(=O)N2CCN(c3ccccc3)CC2)cc1,.,12%,.,-15%[9.22 µM],0%,-1.1%,.
COc1ccc(-n2c(C)cc(C(=O)Cn3c(NCCO)nc4ccccc43)c2C)cc1,-12%[38.3 µM],-28%[46.1 µM],-8%,-12%,-21%,-0.7%,-2%
CCCn1c(NCc2cc(OC)ccc2OC)nc2ccccc21,8%[38.3 µM],-8%[46.1 µM],-8%,20µM*,-25%,-1.1%,-3%
CCC(C)OC(=O)C1=C(C)NC(=O)CC1c1ccccc1OC (configuration not stated),12%[38.3 µM],-8%[46.1 µM],-4%,-29%,12%,8.9%,-4%
O=c1c(Cc2ccc(F)cc2)c(O)ccn1Cc1ccc(F)cc1,9%,3%,28%[11.4 µM],2%,?,-0.3%,1%
COc1ccc(C(=O)N[C@H](C(=O)N2CCN(c3ccccc3F)CC2)C(C)C)cc1,3%,-16%,3%,?,3%,1.1%,-1%
Cc1sc(NC(=O)c2cccs2)nc1-c1ccccc1,.,?,2%,1%,6%,0.0%,.
Cn1c(Cn2cnc3ccccc32)nnc1SCc1ccccc1,-6%[38.3 µM],-10%[46.1 µM],-1%,?,5%,-0.7%,8%
Cc1ccc(NC(=O)c2cc(C(C)(C)C)nn2Cc2ccccc2)cc1,.,?,11%,-17%[9.22 µM],16%,-0.3%,.
CC1(C)C=Cc2cc3ccc(=O)oc3cc2O1,3%,17%,.,-17%[9.22 µM],13%&13%,-1.3%&3.6%,-2%
COC(=O)COc1ccc(S(=O)(=O)N2CCOCC2)cc1,6%[38.3 µM],1%[46.1 µM],7%,-6%,4%,0.0%,3%
Cc1c(OCC(F)(F)F)ccnc1CSc1nc2ccccc2[nH]1,1%[38.3 µM],-10%[46.1 µM],-10%,-24%,4%,-1.1%,-2%
COc1cccc(-c2cc(C(F)(F)F)nc(-n3ccc([N+](=O)[O-])n3)n2)c1,-7%,-5%,.,8%,?,0.1%,-2%
Cc1nc2cc(N)ccc2n1-c1ccccc1,31%[activator],2%,-16%,-9%,-9%,-2.6%,4%
COc1ccc(CNc2nc3ccccc3n2Cc2ccccc2)cc1OC,10%[38.3 µM],-16%[46.1 µM],-5%,-28%,-7%,-1.1%,1%
COc1ccc(NC(=O)C2CCCC2)cn1,-5%,20%,.,13%,-7%,-4.8%,-2%
C/C(=C\C(=O)C(F)(F)F)Nc1ccc(C)cc1,-7%,5%,12%,-15%,4%,2.1%,-4%
OCCN1CCN(C2Cc3cc(Cl)ccc3Sc3ccc(Cl)cc32)CC1 (configuration not stated) (tested in a mixture with another compound),25%,8%[46.1 µM],-3%,-12%,6%,-1.2%,-4%
Cc1ccccc1Nc1ncc(C#N)c(N)n1,.,-8%,-1%,-9%[9.22 µM],13%,0.1%,.
CN1CCN(C(=O)/C(=C\c2cccs2)NC(=O)c2cccs2)CC1,12%,10%,2%,-3%,-2%,-6.4%,3%
COc1cc(S(=O)(=O)N(C)C2CCCCC2)c(C)cc1C,16%,-43%,36%[activator],?,-1%,-5.1%,4%
CCOC(=O)C1(C)NC(c2ccc(OC)c(OC)c2)C2C(=O)N(CC)C(=O)C21 (configuration not stated),-3%[38.3 µM],-19%[46.1 µM],-10%,-9%,7%,-7.9%,-1%
